HSP90 refold inh: HSP90 refolding inhibition in rabbit reticulocyte lysate; luciferase refolding luminescence, 3 h; inhibition, % at 5.6 µM; 290,000 compounds, 0.91% hits;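 active = inhibition above the screen-wide mean plus 3 SD, computed separately per campaign, cut at about 16% in these data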;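 also: 0% = DMSO wells and 100% = 60 µM geldanamycin wells; inhibitors lower the luminescence because luciferase stays unfolded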
AI-2 QS modul: modulators of Vibrio harveyi AI-2 quorum sensing system | Vibrio harveyi JMH597 AI-2 luminescence/OD600 ratio, 9 h; stronger effect = lower value; strain lacks LuxN and CqsS sensors; 0 = neutral-control median | activity change, % at 7.5 µM | 300,000 compounds, 0.4% hits; in the data active = activity change below about -75%, passing the limit was not always enough; inconclusive = no clear call, values can overlap the other calls;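 also: luminescence divided by OD600 gain over 9 h not by final OD600 alone; inactives centre near 13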
KLF5 inh: inhibitors of KLF5 expression. DLD-1 KLF5 promoter-luciferase reporter, luminescence. inhibition, % at 5 µM. 290,000 compounds, 0.23% hits;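 active = inhibition above a per-plate limit of that plate's mean compound inhibition plus 3 SD, cut at about 60% in these data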;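 also: 0% = DMSO wells and 100% = LY294002 at 200 µM; higher means less KLF5 promoter-driven luciferase light; inactives centre near -14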
aSyn UTR inh: MLPCN primary screen, SNCA 5' untranslated region; 300,000 compounds, 0.82% hits; inhibition, % (tested at 7.5 µM); alpha-synuclein 5'UTR reporter, inhibitor activity; AID 1813; in the data active = inhibition above about 60%; inconclusive = no clear call, values can overlap the other calls;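 also: H4 neuroglioblastoma cells stably carrying SNCA 5'UTR luciferase fusion; 0% = DMSO wells and 100% = positive control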
PolyA inh: inhibitors of polyadenylation in S. cerevisiae; S. cerevisiae SKY197-pL101 polyadenylation reporter, beta-gal luminescence; efflux-impaired pdr1/pdr3 knockout yeast; score 100 = 6 SD above DMSO; calls only at 12 µM; 300,000 compounds, 0.02% hits;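 active = lowest replicate activity score at least 50, where 100 means six control SD above control mean; inconclusive = lowest score under 50 but half or more replicates reach 50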;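 also: yeast exposed to compound for 9 h at 30 °C; higher score means more reporter readthrough which indicates perturbed polyadenylation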
GSK3A inh: blocks human GSK-3 alpha kinase | P49840 | AID 2650 | ADP-Glo luminescence, 60 min | 320,000 compounds, 0.1% hits | inhibition, % at 10 µM;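 in the data active = inhibition above about 50%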;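 also: GST-tagged GSK-3 alpha with peptide substrate and 25 µM ATP; 0% = DMSO neutral wells and 100% = GW8510 positive control wells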
Target sequence (P49840 whole entry, looked up): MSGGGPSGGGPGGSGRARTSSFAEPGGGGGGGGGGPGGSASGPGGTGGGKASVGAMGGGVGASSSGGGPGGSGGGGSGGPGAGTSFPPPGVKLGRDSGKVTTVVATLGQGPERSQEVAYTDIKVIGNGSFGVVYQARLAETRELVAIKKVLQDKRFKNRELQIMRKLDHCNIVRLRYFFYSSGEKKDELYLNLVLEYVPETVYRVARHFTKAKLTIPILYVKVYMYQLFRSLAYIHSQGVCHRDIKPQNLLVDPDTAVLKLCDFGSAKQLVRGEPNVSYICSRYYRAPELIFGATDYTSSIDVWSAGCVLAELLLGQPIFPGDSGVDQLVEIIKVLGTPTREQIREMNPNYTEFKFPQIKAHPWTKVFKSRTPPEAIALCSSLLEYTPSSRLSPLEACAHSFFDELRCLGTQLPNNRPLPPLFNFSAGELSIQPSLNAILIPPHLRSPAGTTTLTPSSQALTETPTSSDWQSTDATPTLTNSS
IEC-6 cytotox: counter-screen for KLF5 inhibitors: cytotoxicity in IEC-6 cells; IEC-6 cytotoxicity, luminescence viability; AID 1825; 290,000 compounds, 0.78% hits; inhibition, % at 5 µM; in the data active = inhibition above about 22%;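 also: 0% = plate median of test compound wells and 100% = cytotoxic reference compound wells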
GSK3beta inhib: human GSK3beta kinase inhibition; GST-GSK3beta kinase, ADP-Glo luminescence, 60 min; stronger effect = lower value; activity score (negative = inhibition), % at 10 µM; 300,000 compounds, 0.038% hits;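 active = more than half of replicate wells score below -50%, meaning over 50% inhibition versus plate controls; inconclusive = some replicates but at most half score below -50%; inactive = no replicate scores below -50%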;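 also: 0% = median DMSO wells and -100% = median GW8510 positive control wells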
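Assay system: GST-fused GSK3beta enzyme, cell-free / Medium: Tris pH 7.5 buffer with MgCl2, DTT, BSA, heparin / Also added: peptide substrate plus 25 µM ATP (final) / Compound: 10 µM single point / Timing: kinase reaction with compound 60 min at room temperature / Detection: ADP-Glo luminescence / Benchmarks: DMSO neutral wells and GW8510 at 20 µM as positive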
HSF-1 act: increases HSF-1 driven luciferase reporter signal; NIH3T3-HGL HSF-1 luciferase reporter, MG132, 8 h; 100% = twice DMSO control signal; activation, % at 9 µM; 300,000 compounds, 1.7% hits; AID 504408;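 active = mean replicate activation of at least 50% with a set share of replicates each reaching 50%; inconclusive = only one of those two conditions met; inactive = mean below 50% and too few replicates reaching it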;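 also: 0% = median of the neutral control wells and 100% = twice that signal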
HSF1 inhib: HSF1 inhibition. NIH3T3-HGL HSE-luciferase, MG132-induced, luminescence 8 h; stronger effect = lower value. activity change, negative = inhibition, % at 7.5 µM (by protocol). 300,000 compounds, 0.77% hits;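 active = more than half of replicate wells show activity change below -50%, luminescence cut by over half; inconclusive = some wells, but at most half, below -50%; inactive = no replicate well below -50%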;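 also: luciferase reports HSF-1 transcriptional activity via heat shock element; 0% = median of DMSO wells and -100% = zero luminescence signal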
Numbers without * were called inactive; i = inactive; ? = inconclusive; . = no result given. This is a subset (hit frequency here may not be typical).

canonical_smiles	HSP90 refold inh	AI-2 QS modul	KLF5 inh	aSyn UTR inh	PolyA inh	GSK3A inh	IEC-6 cytotox	GSK3beta inhib	HSF-1 act	HSF1 inhib
CCCC(=O)Nc1ccc(OCC(O)CNC(C)C)c(C(C)=O)c1 (centres undefined)	1	21	-14	11	i	-1	2	-4	-8	-1
CC(=O)NC1CC(C)(C)N(OC(C)=O)C(C)(C)C1	1	22	-18	-23	i	.	0	-4	-17	-11
O=C(C1CCC(=O)N1Cc1ccccc1Cl)N1CCN(c2cccc(Cl)c2)CC1 (centres undefined)	4	12	-18	10	i	4	5	0	1	2
COc1ccc(-c2cc(-c3ccccc3)no2)cc1	.	15	.	44	i	2	.	-1	6	-4
O=C1C2C3C=CC([C@@H]2C(=O)N1c1nccs1)C31CC1 (some centres undefined)	0	9	-21	-5	i	1	1	1	-1	3
CCOC(=O)N1CCC(NC(=O)c2ccc3c(Cl)c4c(nc3c2)CCCC4)CC1	-1	.	-13	.	.	-1	5	.	.	.
CC(C)CCN(C)C1CCN(C(=O)Nc2c(F)cccc2F)CC1	1	11	-45	11	i	-1	8	1	11	-4
CCOC(=O)/C(C#N)=C1/SC(C)C(=O)N1c1ccc(Br)cc1 (centres undefined)	0	20	3	-22	i	11	5	-7	10	2
CC(C)C(NS(=O)(=O)c1ccc2c(c1)OCCCO2)C(=O)O (centres undefined)	0	24	-58	26	i	1	4	4	0	-2
Cc1ccc(S(=O)(=O)N2CCN(C(=O)CN3C(=O)NC4(CCCCC4)C3=O)CC2)c(C)c1	.	-3	.	19	i	1	.	-1	9	-3
O=C(OCc1cccc(F)c1)c1ccc2c(=O)n3c(nc2c1)CCC3	7	1	-1	-2	i	-1	13	-1	-17	3
Cc1cc(C(=O)NCc2cc(C(=O)O)oc2C)c(C)o1	3	29	-26	12	i	-1	-6	-3	7	-2
O=C(OCCN1CCCCC1)C1(c2ccccc2)CCCC1	1	16	15	8	i	2	2	6	1	0
COc1ccc(-c2cc(=O)oc3cc(OC(C)C(=O)NC(Cc4c[nH]c5ccc(O)cc45)C(=O)O)ccc23)cc1 (centres undefined)	-9	8	-16	26	i	-5	-11	1	-2	1
COc1ccc2[nH]c(=O)c(CN(Cc3cccs3)S(=O)(=O)c3c(C)ccc4nsnc34)cc2c1	0	-8	-15	89*	i	1	-1	1	-69	-64*
CSCCC(NC(=O)c1ccco1)C(=O)OCc1cc([N+](=O)[O-])cc2c1OCOC2 (centres undefined)	-8	4	5	1	i	0	5	-1	32	9
Cc1cc(-n2cnnn2)cc(C)c1S(=O)(=O)NCCOc1ccccc1	2	19	-18	10	.	.	-2	0	-4	-1
CC(=O)Nc1ccccc1NC(=O)c1ccc(C)c(C)c1	2	2	-57	7	i	-3	5	1	1	-1
CSc1nc(Cc2ccccc2)cc(=O)[nH]1	-2	-9	-5	-9	i	-4	2	-20	-73	-65*
CC(=O)Oc1ccc(/C=C(\NC(=O)c2ccco2)C(=O)NCc2ccco2)cc1	-3	14	-6	21	i	-1	-2	3	8	3
O=C(/C=C/c1ccco1)Oc1ccc(C(=S)N2CCOCC2)cc1	-2	9	-5	-9	i	-2	-3	0	4	4
CC(=O)Nn1c(C)nnc1-n1nc(C)cc1C	5	16	-35	-4	i	3	0	-4	6	2
O=Cc1cccc(OC(=O)Nc2ccccc2)c1	.	12	.	-17	i	2	.	-3	18	-4
O=C(COC(=O)[C@@H]1CCCN1C(=O)c1cccs1)NCCc1ccccc1	-4	6	-5	-10	i	0	1	-1	-4	-6
COc1ccc(CNC(=O)CN2C(=O)NC(C)(c3ccc(Cl)cc3)C2=O)cc1 (centres undefined)	2	-9	-10	24	i	-1	-2	1	-18	0
O=C(NCc1ccc2c(c1)OCO2)Nc1ccc(F)cc1	-6	?	-32	-46	i	0	-1	-5	18	12
O=C(CSc1nc2ccccc2n1-c1ccccc1)Nc1ncc(Cl)cc1Cl	5	13	27	52	i	-1	64*	0	29	13

Some of these compounds in order of count of non-hydrogen atoms, lowest first:
canonical_smiles	HSP90 refold inh	AI-2 QS modul	KLF5 inh	aSyn UTR inh	PolyA inh	GSK3A inh	IEC-6 cytotox	GSK3beta inhib	HSF-1 act	HSF1 inhib
CSc1nc(Cc2ccccc2)cc(=O)[nH]1	-2	-9	-5	-9	i	-4	2	-20	-73	-65*
O=Cc1cccc(OC(=O)Nc2ccccc2)c1	.	12	.	-17	i	2	.	-3	18	-4
O=C1C2C3C=CC([C@@H]2C(=O)N1c1nccs1)C31CC1 (some centres undefined)	0	9	-21	-5	i	1	1	1	-1	3
Cc1cc(C(=O)NCc2cc(C(=O)O)oc2C)c(C)o1	3	29	-26	12	i	-1	-6	-3	7	-2
CCOC(=O)/C(C#N)=C1/SC(C)C(=O)N1c1ccc(Br)cc1 (centres undefined)	0	20	3	-22	i	11	5	-7	10	2
CC(C)CCN(C)C1CCN(C(=O)Nc2c(F)cccc2F)CC1	1	11	-45	11	i	-1	8	1	11	-4
O=C(OCc1cccc(F)c1)c1ccc2c(=O)n3c(nc2c1)CCC3	7	1	-1	-2	i	-1	13	-1	-17	3
O=C(COC(=O)[C@@H]1CCCN1C(=O)c1cccs1)NCCc1ccccc1	-4	6	-5	-10	i	0	1	-1	-4	-6
COc1ccc(CNC(=O)CN2C(=O)NC(C)(c3ccc(Cl)cc3)C2=O)cc1 (centres undefined)	2	-9	-10	24	i	-1	-2	1	-18	0
CCOC(=O)N1CCC(NC(=O)c2ccc3c(Cl)c4c(nc3c2)CCCC4)CC1	-1	.	-13	.	.	-1	5	.	.	.

Whole records, looked up by structure. Values in the order: HSP90 refold inh, AI-2 QS modul, KLF5 inh, aSyn UTR inh, PolyA inh, GSK3A inh, IEC-6 cytotox, GSK3beta inhib, HSF-1 act, HSF1 inhib
`O=C(COC(=O)[C@@H]1CCCN1C(=O)c1cccs1)NCCc1ccccc1` reads -4, 6, -5, -10, i, 0, 1, -1, -4, -6
`O=C(CSc1nc2ccccc2n1-c1ccccc1)Nc1ncc(Cl)cc1Cl` reads 5, 13, 27, 52, i, -1, 64*, 0, 29, 13
